M5 antag – CHRM5 antagonism in calcium assay; CHO-hM5 cells, Fluo-8 calcium fluorescence, ACh EC80; inhibition, % at 3 µM; 0.59% of 360,000 active; AID 624040;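 active means inhibition above a per-plate cutoff, the mean of that plate's test compounds plus 3 SD, cut at about 27% in these data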;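 further: 0% = acetylcholine EC80 with DMSO and 100% = DMSO without agonist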
CHRM4 antagonist – blocks acetylcholine activation of human M4 receptor. AID 624125. 0.73% of 360,000 active. P08173. inhibition, % at 3 µM. CHO-hM4 cells, ACh EC80, Fluo-8 calcium fluorescence;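 active means inhibition above its plate's cutoff, the mean inhibition of sample wells plus 3 SD, cut at about 27% in these data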;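 further: 0% = acetylcholine EC80 with DMSO and 100% = DMSO without agonist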
Target sequence (P08173 whole entry, looked up): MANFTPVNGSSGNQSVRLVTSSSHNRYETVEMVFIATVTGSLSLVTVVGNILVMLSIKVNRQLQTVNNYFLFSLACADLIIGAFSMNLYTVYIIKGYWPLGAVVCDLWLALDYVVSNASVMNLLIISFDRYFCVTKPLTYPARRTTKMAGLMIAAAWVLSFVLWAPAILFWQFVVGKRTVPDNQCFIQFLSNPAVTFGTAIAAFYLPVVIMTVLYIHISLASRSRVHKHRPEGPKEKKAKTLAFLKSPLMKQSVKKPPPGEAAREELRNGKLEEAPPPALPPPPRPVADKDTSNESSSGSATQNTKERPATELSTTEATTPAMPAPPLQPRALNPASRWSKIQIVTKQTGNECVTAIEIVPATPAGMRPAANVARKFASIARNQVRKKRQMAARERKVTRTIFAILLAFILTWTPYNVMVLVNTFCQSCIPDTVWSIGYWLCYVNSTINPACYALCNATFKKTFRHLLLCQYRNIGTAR
M5 PAM – positive allosteric modulators of human muscarinic M5 receptor; P08912; CHO-K1 hM5, Fluo-8 calcium, ACh EC20 PAM; 0% = ACh EC20, 100% = ACh EC100; activation, % at 3 µM; 0.3% of 360,000 active;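 active means activation above the run cutoff, the mean activation of all test compounds plus 3 SD, cut at about 18% in these data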
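System: CHO-K1 hM5 cells. Reagent: acetylcholine, EC20 level. Compound dosing: single dose, 3 µM nominal final test concentration. Timing: Post-acetylcholine fluorescence recording 140 s. Detection: Fluo-8 calcium fluorescence. Read-out: % activation, ACh-normalized. Benchmarks: ACh EC20 and EC100 wells. Repeats: singlicate, one well per test compound.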
M4 PAM – CHRM4 positive allosteric modulation. CHO-K1 hM4/Gqi5, Fluo-8 calcium fluorescence, ACh EC20; 0% = ACh EC20, 100% = maximal ACh. P08173. 0.4% of 360,000 active. AID 624126. activation, % at 3 µM;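 active means activation above its plate's cutoff, the mean activation of sample wells plus 3 SD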; further: some results filed as inactive read as strong as hits
CHRM1 PAM – positive allosteric modulators of human M1 muscarinic receptor; 0.088% of 360,000 active; activation, % at 3 µM; P11229; CHO-K1 hM1, Fluo-8 calcium fluorescence, ACh EC20; 0% = ACh EC20, 100% = maximal ACh; in the data active means activation above about 19%, passing the limit was not always enough
Target sequence (P11229 whole entry, looked up): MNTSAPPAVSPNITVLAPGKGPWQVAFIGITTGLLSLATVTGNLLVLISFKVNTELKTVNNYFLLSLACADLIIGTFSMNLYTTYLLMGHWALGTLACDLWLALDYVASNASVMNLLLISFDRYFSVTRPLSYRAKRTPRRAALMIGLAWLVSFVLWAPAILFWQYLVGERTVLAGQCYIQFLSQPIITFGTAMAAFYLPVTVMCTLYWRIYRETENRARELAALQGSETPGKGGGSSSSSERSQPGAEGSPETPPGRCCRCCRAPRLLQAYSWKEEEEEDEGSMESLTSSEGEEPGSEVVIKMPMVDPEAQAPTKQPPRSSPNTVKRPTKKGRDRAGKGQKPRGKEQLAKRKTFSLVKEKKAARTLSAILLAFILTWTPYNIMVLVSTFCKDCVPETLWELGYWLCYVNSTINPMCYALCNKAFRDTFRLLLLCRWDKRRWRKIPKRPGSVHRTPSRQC
M5 ag – agonists of human muscarinic M5 receptor (CHRM5). P08912. CHO-K1 hM5 cells, Fluo-8 calcium fluorescence; 0% DMSO wells, 100% maximal acetylcholine response. activation, % at 3 µM. 0.19% of 360,000 active;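 active means activation above the run's mean over test compounds plus 3 SD, cut at about 23% in these data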;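 further: signal is peak over basal fluorescence ratio across the kinetic read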
M1 antag – human CHRM1 antagonism | P11229 | CHO-K1 hM1, Fluo-8 calcium fluorescence, ACh EC80 antagonist | inhibition, % at 3 µM | 1.3% of 360,000 active;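 active means percent inhibition above its own plate's cutoff, namely the mean of that plate's compound wells plus 3 SD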;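 further: peak over basal fluorescence ratio during 140 s after agonist addition; 0% = ACh EC80 plus DMSO and 100% = DMSO alone without agonist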
CHRM4 agonist – CHRM4 agonism in calcium assay; P08173; CHO-K1 hM4/Gqi5, Fluo-8 calcium fluorescence; vehicle 0%, full acetylcholine response 100%; activation, % at 3 µM; 0.14% of 360,000 active; AID 624127;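 active means activation above the run mean over all test wells plus 3 SD, cut at about 32% in these data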;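 further: peak over basal fluorescence ratio per well then scaled between controls; 0% = DMSO wells and 100% = acetylcholine at EC100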
CRFR2-BP ag – agonists of human CRF-binding protein/CRF-R2 receptor complex; HEK293 CRF-R2/CRF-BP, calcium dye fluorescence (FLIPR); percent of saturating CRF peptide response; activation, % at 13.2 µM; 0.46% of 350,000 active; AID 588473;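 active means activation of at least 50%, plus an integration ratio under a set limit after plate pattern correction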;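 further: plate controls were neutral control wells without compound for no effect and CRF at EC100 for full effect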
Starred values were filed as active, the others as inactive; . = no result given. This is a random part of the collection; overall some 2.8% were active at least once.

1: COc1ccc(-n2ccnc(SCC(=O)NC3CCCC3)c2=O)cc1
2: O=C(Cn1ccc2ccccc2c1=O)NCCC(=O)N1CCN(C(=O)c2ccco2)CC1
3: CN(C)CCOC(=O)/C(=C/c1cn(C)c2ccccc12)NC(=O)c1ccccc1
4: O=C(CNC(=O)C1CC(=O)N(c2cccc3ccccc23)C1)Nc1ccccc1Br (stereo not drawn)
5: CCc1nnc2n1N=C(c1ccccc1)CS2
6: COc1cccc(/C=C/C(=O)N2CCN(S(=O)(=O)c3ccccc3)CC2)c1OC
7: COc1ccc(CCNS(=O)(=O)c2cn(C)nc2C)cc1
8: Cc1nc(-c2cccs2)sc1C(=O)NN
9: CSc1nsc(SCC(=O)Nc2ccccn2)n1
10: Cc1ccc(C)c(OCCC(=O)OCC(=O)Nc2cc(S(=O)(=O)N3CCCCC3)ccc2C)c1

Compound | 1 | 2 | 3 | 4 | 5 | 6 | 7 | 8 | 9 | 10
M5 antag | -10 | -3 | 1 | 0 | -1 | 8 | -6 | 16 | -5 | 10
CHRM4 antagonist | 3 | 3 | 12 | -14 | -1 | 1 | 0 | -6 | -4 | -1
M5 PAM | 13 | 8 | 0 | -3 | 3 | 0 | -2 | -5 | 1 | -17
M4 PAM | 8 | 3 | -19 | 4 | 0 | 0 | 1 | -7 | 1 | -6
CHRM1 PAM | 7 | 6 | 4 | 4 | 5 | 2 | 11 | 6 | 12 | -2
M5 ag | -1 | 0 | 4 | 9 | -5 | 0 | -1 | -2 | 1 | 4
M1 antag | -3 | -4 | -4 | -2 | -5 | -1 | -15 | -10 | -6 | -14
CHRM4 agonist | 0 | 0 | 10 | 4 | 0 | 2 | 0 | 1 | 2 | 11
CRFR2-BP ag | 0.5 | 0.5 | 0.0 | 0.5 | -4.6 | 0.2 | 0.6 | -1.0 | -0.9 | 4.6

11: O=C(C1CCCN1S(=O)(=O)c1ccc(Cl)cc1)N1CCCCC1 (stereo not drawn)
12: CC(=O)N1CCC(=NNC(=O)c2cccs2)CC1
13: Cc1cccc(-n2nnnc2SCC(=O)NCCN2C(=O)CSC2=O)c1
14: C[C@H](CO)N1C[C@H](C)[C@@H](CN(C)S(=O)(=O)c2ccccc2)Oc2c(NC(=O)Nc3ccc(C(F)(F)F)cc3)cccc2C1=O
15: CCCc1cc2c(=O)n(NC(=O)c3nn(C)cc3[N+](=O)[O-])c(C)nc2s1
16: CN(Cc1cc([N+](=O)[O-])ccc1Cl)C(=O)C[n+]1ccccc1
17: Cc1cc(Cl)c2oc(C(=O)N(C)CCc3cnn(C)c3)c(C)c2c1
18: COc1ccc(CCNC(=O)C2CCN(Cc3nc(-c4ccc(Cl)cc4)oc3C)CC2)cc1OC
19: CCc1ccc(/C=N/Nc2ncnc3nc[nH]c23)cc1
20: CCc1nc2ccc(C(=O)Nc3cccc(OC)c3)cn2c1N(CC)CCOC

Compound | 11 | 12 | 13 | 14 | 15 | 16 | 17 | 18 | 19 | 20
M5 antag | 15 | 5 | 8 | 12 | -7 | 21 | 11 | -8 | -5 | 6
CHRM4 antagonist | -10 | 0 | -6 | 9 | -11 | -6 | -6 | 2 | -9 | 1
M5 PAM | -10 | -3 | -1 | -3 | 4 | -16 | 1 | 9 | 6 | -5
M4 PAM | 1 | 14 | 2 | -3 | 2 | -9 | 9 | 13 | 7 | -4
CHRM1 PAM | 6 | -1 | -1 | 7 | 9 | -15 | 7 | 8 | 6 | 0
M5 ag | -4 | 1 | 0 | -4 | -1 | -7 | -3 | 4 | -9 | 0
M1 antag | -5 | 2 | -2 | -9 | -5 | 15 | -8 | -33 | -11 | -6
CHRM4 agonist | 0 | 0 | 0 | 6 | 1 | 3 | 2 | 2 | 0 | 8
CRFR2-BP ag | -2.8 | -0.1 | 1.8 | 0.1 | 0.0 | -1.3 | -0.4 | 0.9 | -5.3 | .

From compound 11 as far as 16, as listed above:
11: O=C(C1CCCN1S(=O)(=O)c1ccc(Cl)cc1)N1CCCCC1 (stereo not drawn)
12: CC(=O)N1CCC(=NNC(=O)c2cccs2)CC1
13: Cc1cccc(-n2nnnc2SCC(=O)NCCN2C(=O)CSC2=O)c1
14: C[C@H](CO)N1C[C@H](C)[C@@H](CN(C)S(=O)(=O)c2ccccc2)Oc2c(NC(=O)Nc3ccc(C(F)(F)F)cc3)cccc2C1=O
15: CCCc1cc2c(=O)n(NC(=O)c3nn(C)cc3[N+](=O)[O-])c(C)nc2s1
16: CN(Cc1cc([N+](=O)[O-])ccc1Cl)C(=O)C[n+]1ccccc1

Compound | 11 | 12 | 13 | 14 | 15 | 16
M5 antag | 15 | 5 | 8 | 12 | -7 | 21
CHRM4 antagonist | -10 | 0 | -6 | 9 | -11 | -6
M5 PAM | -10 | -3 | -1 | -3 | 4 | -16
M4 PAM | 1 | 14 | 2 | -3 | 2 | -9
CHRM1 PAM | 6 | -1 | -1 | 7 | 9 | -15
M5 ag | -4 | 1 | 0 | -4 | -1 | -7
M1 antag | -5 | 2 | -2 | -9 | -5 | 15
CHRM4 agonist | 0 | 0 | 0 | 6 | 1 | 3
CRFR2-BP ag | -2.8 | -0.1 | 1.8 | 0.1 | 0.0 | -1.3

Further entries:
21: CC(=O)NC(CC(=O)Nc1nccs1)c1ccccc1 (stereo not drawn)
22: Cc1ccc2nc3c(cc(C(=O)NCC4CCCO4)c(=N)n3CC3CCCO3)c(=O)n2c1 (stereo not drawn)
23: O=C(COC(=O)/C=C/c1cccc([N+](=O)[O-])c1)NCc1ccc2c(c1)OCO2
24: Cc1cccc(N2CCN(C(=O)Cn3cccc3C(=O)c3ccccc3)CC2)c1C
25: O=C(Nc1ccn(Cc2c(F)c(F)cc(F)c2F)n1)c1ccc(COc2ccccc2Cl)cc1
26: Cc1cnc(C(=O)OCC(=O)c2c(N)n(CC(C)C)c(=O)n(C)c2=O)cn1
27: CCN(CC)C(=O)c1ccccc1NC(=O)CN1C(=O)c2ccccc2S1(=O)=O
28: CC(C)(C)NC(=O)NC(=O)CSc1ccc(S(=O)(=O)N2CCOCC2)cn1
29: CN1CC(=O)N(CC(=O)N2CCC(Cc3ccccc3)CC2)C1=O
30: COCCN(C(=O)CSCc1ccc(C)cc1)c1c(N)n(CC(C)C)c(=O)[nH]c1=O

Compound | 21 | 22 | 23 | 24 | 25 | 26 | 27 | 28 | 29 | 30
M5 antag | -3 | 5 | 4 | 5 | 17 | 2 | 5 | 4 | 2 | 4
CHRM4 antagonist | 2 | -6 | -6 | 1 | -3 | -2 | 1 | -5 | 18 | 1
M5 PAM | 4 | -5 | 4 | -12 | -7 | 1 | -4 | -4 | 3 | -1
M4 PAM | -11 | -1 | -3 | -12 | 7 | -2 | 0 | 6 | -15 | 1
CHRM1 PAM | 2 | 1 | 7 | -8 | -6 | 2 | 3 | 16 | -3 | 3
M5 ag | 1 | -3 | 1 | -1 | 4 | 2 | -1 | 3 | -8 | 0
M1 antag | -5 | -1 | -3 | 17 | 19 | -2 | -4 | -14 | 15 | 0
CHRM4 agonist | 0 | 0 | 1 | 5 | 1 | 3 | 0 | 2 | 1 | 0
CRFR2-BP ag | 2.2 | 0.1 | -3.8 | 0.0 | 16 | -0.7 | 2.2 | 0.5 | 0.3 | 2.4

31: N#CCCn1c(-c2nonc2NC(=O)c2ccccc2Cl)nc2ccccc21
32: CC(C)=CCn1c2ccc(NC(=O)Nc3ccc(N(C)C)cc3)cc2c(=O)n1C
33: O=C(NNc1ccc([N+](=O)[O-])cc1)c1ccco1
34: CCOC(=O)N1CCN(C(=O)C[C@@H]2C[C@@]3(C(=O)OCC)CCCC=C3N(Cc3ccc4c(c3)OCO4)C2=O)CC1
35: Cn1nnnc1SCCNCc1ccccc1OCc1ccc(F)cc1
36: O=C(c1ccco1)n1nc(-c2ccccc2)nc1NCc1ccco1
37: Cn1c2ccccc2c2c(C(=O)NCc3ccco3)cn(C3CCCCC3)c(=O)c21
38: CN1CCc2c(sc3c2C(=O)NC(c2ccccn2)N3)C1 (stereo not drawn)
39: O=C(Nc1ccccc1C(=O)O)c1cccc(S(=O)(=O)Nc2ccc(Br)cc2)c1
40: O=C(NCc1ccccc1)C1Cc2c(-c3cccc(F)c3)ccnc2O1 (stereo not drawn)

Compound | 31 | 32 | 33 | 34 | 35 | 36 | 37 | 38 | 39 | 40
M5 antag | -3 | 0 | -23 | 10 | 9 | 2 | -4 | -12 | 7 | -9
CHRM4 antagonist | 4 | 2 | -12 | 18 | 9 | -2 | -9 | -1 | 12 | 0
M5 PAM | 8 | -1 | 10 | -7 | -4 | 3 | -7 | 11 | 7 | -1
M4 PAM | 5 | -2 | 9 | -5 | 1 | -1 | -5 | 6 | 9 | -4
CHRM1 PAM | -2 | 3 | 6 | . | 3 | 9 | -1 | 10 | 17 | 3
M5 ag | 7 | 0 | -1 | 2 | 1 | -8 | 1 | -2 | -3 | 1
M1 antag | -1 | -11 | -5 | . | -2 | -9 | -17 | -3 | -16 | -3
CHRM4 agonist | 1 | 1 | 2 | 1 | 1 | 0 | 6 | 2 | -1 | 2
CRFR2-BP ag | -1.6 | . | 1.2 | . | 0.2 | -1.0 | 0.9 | 11 | 0.1 | .

Reformatted with bars between the fields: 2 of the compounds above
No. | Molecule | M5 antag | CHRM4 antagonist | M5 PAM | M4 PAM | CHRM1 PAM | M5 ag | M1 antag | CHRM4 agonist | CRFR2-BP ag
39 | O=C(Nc1ccccc1C(=O)O)c1cccc(S(=O)(=O)Nc2ccc(Br)cc2)c1 | 7 | 12 | 7 | 9 | 17 | -3 | -16 | -1 | 0.1
40 | O=C(NCc1ccccc1)C1Cc2c(-c3cccc(F)c3)ccnc2O1 (stereo not drawn) | -9 | 0 | -1 | -4 | 3 | 1 | -3 | 2 | .

Remaining list, next part
41: COC(=O)c1ccccc1NC(=O)N1CCN(c2ccc(F)cc2)CC1
42: Cc1ccc(N(C(=O)c2ccccc2Cl)C2=NC(C)CS2)c(C)c1 (stereo not drawn)
43: O=C(Nc1ccc(O)cc1)c1ccc2c(c1)C(=O)N(Cc1ccccc1)C2=O
44: O=C(c1ccco1)N1CCN(Cc2cn[nH]c2-c2cccc3ccccc23)CC1
45: C=CCN1C(=O)C2C(C(=O)NC3CCCC3)C3(C)C=CC2(O3)C1C(=O)NC1CCCC1 (stereo not drawn)
46: CCn1c(-c2cc3c(C(F)(F)F)nn(C)c3s2)n[nH]c1=S

Compound | 41 | 42 | 43 | 44 | 45 | 46
M5 antag | 5 | 9 | 2 | 0 | -1 | 1
CHRM4 antagonist | -8 | -9 | 1 | -16 | -23 | 2
M5 PAM | 2 | -9 | -9 | 3 | 3 | 0
M4 PAM | 11 | -14 | -10 | 11 | 13 | 9
CHRM1 PAM | 1 | 2 | -8 | 7 | 9 | 0
M5 ag | -5 | -2 | 5 | -1 | -1 | 0
M1 antag | 2 | -4 | 12 | -12 | -9 | 1
CHRM4 agonist | 0 | -1 | 16 | 3 | 3 | 1
CRFR2-BP ag | 0.8 | 2.2 | 0.5 | -1.7 | -0.8 | -0.6
